IL-2 act: activators of IL-2; IL-2 activation reporter assay, cell-based qHTS; stimulated with anti-CD3/CD4/CD28 beads; in transgenic mouse T cells; activation, % (series mostly up to about 46 µM); 0.065% of 360,000 active; in the data active = activation above about 50%; inconclusive = mostly about 30% to 49%; also: 0% is about no effect
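Quantitative HTS in unstimulated transgenic mouse T cells, with memory T cells as non-tolerant control and PMA/ionomycin as tolerance-bypass control. Compound pretreatment lasted 60 minutes before 18 h bead stimulation; EGFP/DsRed fluorescence read.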
EPAC1 antagonist: blocks human EPAC1 exchange factor. O95398. EPAC1 GEF assay, Rap1b-BODIPY-GDP exchange fluorescence. Potency, µM (top dose mostly 115 µM), without a hit: at the highest dose activity change, negative = inhibition, usual class: inhibitors. 0.14% of 360,000 active. AID 720709;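 also: potency is read from the fitted curve at half-maximal effect; plate controls were vehicle for no effect and positive control for full effect; nearly all actives have a fitted effect of over 50% in size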
Target sequence (O95398 whole entry, looked up): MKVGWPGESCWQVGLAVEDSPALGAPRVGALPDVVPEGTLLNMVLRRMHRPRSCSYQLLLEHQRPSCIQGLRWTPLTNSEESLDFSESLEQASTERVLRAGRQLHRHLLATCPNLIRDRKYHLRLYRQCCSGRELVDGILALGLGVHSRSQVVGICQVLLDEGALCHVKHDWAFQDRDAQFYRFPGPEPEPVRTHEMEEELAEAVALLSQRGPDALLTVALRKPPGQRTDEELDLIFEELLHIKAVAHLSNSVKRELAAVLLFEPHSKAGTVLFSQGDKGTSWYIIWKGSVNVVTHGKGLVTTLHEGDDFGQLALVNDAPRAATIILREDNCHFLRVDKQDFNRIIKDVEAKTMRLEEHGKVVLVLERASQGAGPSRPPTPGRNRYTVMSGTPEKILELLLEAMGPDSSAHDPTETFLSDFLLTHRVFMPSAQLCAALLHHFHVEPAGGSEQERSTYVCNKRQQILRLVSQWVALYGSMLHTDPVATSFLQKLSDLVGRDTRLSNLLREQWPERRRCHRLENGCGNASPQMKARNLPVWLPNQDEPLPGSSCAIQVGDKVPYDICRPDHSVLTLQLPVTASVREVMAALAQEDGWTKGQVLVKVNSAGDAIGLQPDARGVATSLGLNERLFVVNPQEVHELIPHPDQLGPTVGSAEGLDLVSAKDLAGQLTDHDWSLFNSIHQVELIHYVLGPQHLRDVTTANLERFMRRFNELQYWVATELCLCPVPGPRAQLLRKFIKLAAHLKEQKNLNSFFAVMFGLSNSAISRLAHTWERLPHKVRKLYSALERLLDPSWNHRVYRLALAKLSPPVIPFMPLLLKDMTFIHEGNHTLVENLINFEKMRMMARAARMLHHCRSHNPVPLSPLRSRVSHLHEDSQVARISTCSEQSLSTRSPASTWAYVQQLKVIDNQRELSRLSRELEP
EPAC1 ag: EPAC1 (human) agonism. AID 720707. Potency, µM (series often up to 154 µM), without a hit: top-dose activation, most hits filed as activators. EPAC1 agonist qHTS, biochemical assay; response scale: 100% = response to 6.5 mM cAMP. 0.073% of 360,000 active; also: potency is read from the fitted curve at half-maximal effect; nearly all actives have a fitted effect of over 60% in size
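Fluorescent GDP-exchange assay: 100 nM EPAC1 with 250 nM Rap1B preloaded with BODIPY-GDP and 50 uM GDP; compounds tested as concentration series, 5 min at room temperature, then read every 5 min for 30 min (ex 480/em 540 nm); normalized to 6.5 mM cAMP.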
PI5P4Ka inh: PI5P4K alpha (human) kinase inhibition; P48426; PI5P4Kalpha enzyme, ADP-Glo luminescence, 60 min; stronger effect = lower value; max response, %; 1.2% of 330,000 active; AID 652105; active = max response of -50% or lower; inconclusive = between -30% and -50%; inactive = -30% or higher; also: value at the top dose of about 77 µM; % is scaled to controls: 0 for no effect and ±100 for the full control effect
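ADP-Glo luminescence end-point read after a 60 min room-temperature kinase reaction of PI5P4Kalpha plus substrate, initiated with ATP at 5 microM final. Buffer: 0.038 M HEPES pH 7.4, EGTA, 0.1% CHAPS, 5% DMSO.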
WRN helicase inh: blocks human WRN helicase | WRN helicase unwinding, fluorescent forked duplex, kinetic | Potency, µM (doses to about 114 µM), for the others: top-dose activity change, negative = inhibition, most hits filed as inhibitors | 0.46% of 360,000 active; also: potency is read from the fitted curve at half-maximal effect; % is scaled to controls: 0 for no effect and ±100 for the full control effect; nearly all actives have a fitted effect of over 55% in size
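Kinetic fluorescence helicase assay: unwinding of a quenched forked DNA duplex (100 nM final) with 2 mM ATP final raises red fluorescence (525/598 nm). Compounds sat 15 min at room temperature with 20 nM WRN beforehand.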
EPAC2 agonist: agonists of human EPAC2 (RAPGEF4). Q8WZA2. EPAC2 activation, biochemical qHTS; response scale: 100% = 6.5 mM cAMP response. Potency, µM (series often up to 154 µM), without a hit: top-dose activation, hits mostly activators. 0.079% of 360,000 active; also: potency is read from the fitted curve at half-maximal effect; nearly all actives have a fitted effect of over 50% in size
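Exchange assay: 100 nM EPAC2 with 250 nM Rap1B-BODIPY-GDP and 50 uM GDP. Fluorescence (ex 480/em 540 nm) read every 5 min for 30 min at room temperature. Data normalized to 6.5 mM cAMP as agonist control.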
CCT chaperon mod: modulators of cytosolic chaperonin (CCT/TRiC) activity | purified chaperonin ATPase assay, HTRF ADP detection, 30 min | activity change, % (no concentration beside the values), hits read low | 0.3% of 360,000 active; in the data active = activity change below about -30%; also: % is scaled to controls: 0 for no effect and ±100 for the full control effect
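We incubate TRiC, 40 or 20 nM final, with library compounds at 76 uM and 10 uM ATP for 30 min at 37 °C. ADP formed is detected with Transcreener HTRF reagents after 30 min at room temperature.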
PLK1 PBD block: blocks phosphopeptide binding to human PLK1 polo-box domain; AID 720504; Potency, µM, for the others: max response, negative = inhibition, actives largely listed as inhibitors; P53350; 2.8% of 360,000 active; Plk1 PBD binding of FITC phosphopeptide, fluorescence polarization; also: potency is read from the fitted curve at half-maximal effect; series mostly up to about 57 µM; % is scaled to controls: 0 for no effect and ±100 for the full control effect; nearly all actives have a fitted effect of over 65% in size
Starred values were filed as active, the others as inactive; ? = inconclusive; · = not tested or not shown; [ ] = remark or other dose. Unless noted, calls follow the shape of the dose curve; as a rule, active = well fitted curve in the direction sought with a large enough effect; inconclusive = small, poorly fitted or top-dose-only effect, or another doubt; inactive = no such curve, though single readings can be large; an effect the other way counts as inactive or inconclusive. The list is partial, so the mix of outcomes need not match the whole.

SMILES	IL-2 act	EPAC1 antagonist	EPAC1 ag	PI5P4Ka inh	WRN helicase inh	EPAC2 agonist	CCT chaperon mod	PLK1 PBD block
Cc1nn(C)c(C)c1NC(=O)CSc1nnc(C)n1-c1ccccc1	-4.8	20.2%	-2.9%	·	3.3%	7.0%	-2.1	-1.4%
COC(=O)c1sccc1NC(=O)CSc1ccccc1NS(=O)(=O)c1ccc(Br)cc1	-3.3	-2.1%	12.2%	·	-10.7%	16.9%	1.2	-12.4%
CCN(CC)C(=O)C1CCCN(C(=S)Nc2cccc3ccccc23)C1 (stereo not drawn)	0.4	-9.5%	5.5%	12.3	-17.0%	-6.8%	0.3	0.4%
CCOC(=O)Cc1csc(NC(=O)Cc2ccc(C)cc2)n1	1.2	-12.0%	-5.7%	0.0	0.7%	-1.3%	0.3	-1.7%
CSc1nnc(-c2cc3c(s2)-c2ccccc2CC3)o1	0.3	1.1%	4.8%	30.0	-11.6%	16.7%	-4.3	-0.5%
OC(c1ccc(-c2ccccc2)cc1)c1ncc(-c2ccc(F)cc2)[nH]1 (stereo not drawn)	-0.6	-28.4%	-5.9%	10.8	-14.3%	3.7%	0.8	7.4%
O=C(NC1=NCCS1)c1ccccc1Br	1.4	-1.9%	-1.9%	-9.3	2.6%	0.1%	-1.3	-0.2%
Cn1cc(SCC(=O)NCc2ccc3c(c2)OCO3)c2ccccc21	0.7	9.8%	0.6%	-4.5	-9.7%	15.1%	-1.5	-13.3%
N#CCCNC(=O)Cn1c(COc2ccc(Cl)cc2)nc2ccccc21	2.0	-8.0%	-11.7%	15.4	0.1%	-15.5%	-0.3	2.9%
Cc1nc2ccccc2n1CCOc1ccc(F)cc1	-0.3	?	4.3%	-0.6	-10.1%	-1.4%	0.2	-7.5%
COc1cc2c(=O)n(Cc3ccco3)c(=O)n(CC(=O)c3ccc(Br)cc3)c2cc1OC	-2.8	3.8%	1.7%	2.3	-28.0%[57.1 µM]	-7.4%	-2.3	-10.5%
CC(=O)Nc1c(-c2ccc(F)cc2)nc2ccccn12	-2.8	-6.0%	-36.7%[inhibitor]	3.6	-3.3%	3.8%	-1.8	2.5%
CC(NC(=O)Cc1ccc(NC2=NC3CS(=O)(=O)CC3S2)cc1)c1ccccc1 (stereo not drawn)	-0.5	-11.2%	6.7%	-0.4	-6.4%	2.1%	0.2	-6.4%
Clc1ccc(-c2csc(Nc3ccccc3)[n+]2Cc2ccco2)c(Cl)c1	0.5	-8.3%	8.0%	3.1	-7.5%	4.7%	0.7	-8.3%
COc1ccc2sc(-c3ccc(SC)cc3)c(-c3ccc(O)cc3)c2c1	0.5	-15.6%	0.2%	-23.1	-0.9%	5.7%	-0.2	-1.0%
COC(=O)N/N=C1\CCCc2c(C)cc(C)cc21	-3.0	-6.4%	-4.5%	0.8	-7.6%	6.0%	-3.3	1.1%
COc1ccc(NC(=O)CC(C)NCCCN2CCCC2=O)cc1 (stereo not drawn)	-1.9	4.5%	3.1%	2.2	9.3%	5.1%	-0.7	3.6%
COc1cc(CC(=O)OCC(=O)NC2CC2)cc(OC)c1OC	0.5	-7.0%	10.2%	1.7	-4.2%	8.3%	-2.6	-7.3%
N#C/C(=C\c1ccc(OC(=O)c2ccc(Br)s2)cc1)c1nc2ccccc2[nH]1	2.2	-11.0%	2.9%	-1.7	-23.2%[57.1 µM]	8.6%	-2.2	-19.7%
O=C(CNC(=O)c1ccc(Cl)c([N+](=O)[O-])c1)OCN1C(=O)c2ccccc2C1=O	-2.8	4.2%	1.5%	2.4	-3.2%	-6.2%	-1.1	-2.2%
Cc1snc2sc(C(=O)c3ccc(F)cc3)c(N)c12	5.8	-2.5%	6.2%	-0.6	0.6%	2.1%	-0.8	0.7%
O=S(=O)(Cc1cc(Cl)nc(-c2ccncc2)n1)c1ccccc1	-1.2	-13.6%	-5.0%	-23.0	-13.9%	-1.4%	-1.2	0.7%
COC(=O)C(C)Oc1ccc2c3c(c(=O)oc2c1)CCCCC3 (stereo not drawn)	-3.8	-0.5%	11.7%	·	6.8%	14.6%	-2.3	-6.5%
COc1ccc(C(c2nnnn2C(C)(C)C)N2CCN(C/C=C/c3ccccc3)CC2)cc1 (stereo not drawn)	-0.3	-9.9%	8.7%	-5.9	-2.6%	11.6%	-3.2	0.9%

Sorted by formula weight (high to low): part of the list above
SMILES	IL-2 act	EPAC1 antagonist	EPAC1 ag	PI5P4Ka inh	WRN helicase inh	EPAC2 agonist	CCT chaperon mod	PLK1 PBD block
COc1ccc(C(c2nnnn2C(C)(C)C)N2CCN(C/C=C/c3ccccc3)CC2)cc1 (stereo not drawn)	-0.3	-9.9%	8.7%	-5.9	-2.6%	11.6%	-3.2	0.9%
O=C(CNC(=O)c1ccc(Cl)c([N+](=O)[O-])c1)OCN1C(=O)c2ccccc2C1=O	-2.8	4.2%	1.5%	2.4	-3.2%	-6.2%	-1.1	-2.2%
N#CCCNC(=O)Cn1c(COc2ccc(Cl)cc2)nc2ccccc21	2.0	-8.0%	-11.7%	15.4	0.1%	-15.5%	-0.3	2.9%
Cn1cc(SCC(=O)NCc2ccc3c(c2)OCO3)c2ccccc21	0.7	9.8%	0.6%	-4.5	-9.7%	15.1%	-1.5	-13.3%
O=S(=O)(Cc1cc(Cl)nc(-c2ccncc2)n1)c1ccccc1	-1.2	-13.6%	-5.0%	-23.0	-13.9%	-1.4%	-1.2	0.7%
Cc1nc2ccccc2n1CCOc1ccc(F)cc1	-0.3	?	4.3%	-0.6	-10.1%	-1.4%	0.2	-7.5%
CC(=O)Nc1c(-c2ccc(F)cc2)nc2ccccn12	-2.8	-6.0%	-36.7%[inhibitor]	3.6	-3.3%	3.8%	-1.8	2.5%

Three compounds out of the list above, sorted by the value under WRN helicase inh, highest first.
SMILES	EPAC1 antagonist	PI5P4Ka inh	WRN helicase inh	CCT chaperon mod	PLK1 PBD block
COc1ccc2sc(-c3ccc(SC)cc3)c(-c3ccc(O)cc3)c2c1	-15.6%	-23.1	-0.9%	-0.2	-1.0%
O=C(CNC(=O)c1ccc(Cl)c([N+](=O)[O-])c1)OCN1C(=O)c2ccccc2C1=O	4.2%	2.4	-3.2%	-1.1	-2.2%
CSc1nnc(-c2cc3c(s2)-c2ccccc2CC3)o1	1.1%	30.0	-11.6%	-4.3	-0.5%

Assay outcomes from PubChem.
